# Screens: PubChem BioAssay, National Center for Advancing Translational Sciences (NCATS)
# KAT2A inh = blocks human GCN5L2 histone acetyltransferase. Q92830. GCN5L2 HAT assay, ThioGlo1 CoA-SH fluorescence. Potency, µM (top dose mostly 58.9 µM), inactives show at the highest dose activity change, negative = inhibition, most hits filed as inhibitors. 390,000 tested, 0.21% active. AID 504327
#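 Titration-based screen in which CoA formation is detected via maleimide probe ThioGlo1 (50uM) turning fluorescent on thiol reaction; substrates H3(1-25) 75uM and acetyl-CoA 70uM, GCN5L2 20nM, 20 min incubation at room temperature.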
# FEN1 inh = blocks human flap endonuclease 1; P39748; Recombinant FEN1 flap cleavage, fluorescence, 15 min; Potency, µM (top dose mostly 114 µM), without a hit: at the top dose activity change, negative = inhibition, most hits filed as inhibitors; 390,000 tested, 0.35% active; AID 588795; also: nearly all actives have a fitted effect of over 65% in size
# Target sequence (P39748 whole entry, looked up): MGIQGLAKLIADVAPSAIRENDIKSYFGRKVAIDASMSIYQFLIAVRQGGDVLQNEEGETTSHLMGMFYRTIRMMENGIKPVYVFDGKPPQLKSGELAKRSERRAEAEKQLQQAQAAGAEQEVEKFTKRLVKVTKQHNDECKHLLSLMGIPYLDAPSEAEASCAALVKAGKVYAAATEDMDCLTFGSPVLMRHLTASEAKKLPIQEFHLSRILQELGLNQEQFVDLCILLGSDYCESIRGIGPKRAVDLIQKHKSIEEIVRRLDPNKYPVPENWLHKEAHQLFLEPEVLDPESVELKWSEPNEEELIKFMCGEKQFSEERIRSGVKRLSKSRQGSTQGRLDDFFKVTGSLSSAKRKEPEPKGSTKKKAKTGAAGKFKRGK
#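 Steps: FEN1 (10 nM) dispensed; compound added by pin tool; 15 min at room temperature; substrate added to 50 nM final; reads at 0 min and 15 min; data normalized and fitted (four-parameter Hill).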
# TDP1 cell CPT = DT40-hTDP1 cell growth loss with CPT; chicken DT40 Tdp1-/-;hTDP1 cells + 20 nM CPT, ATP luminescence, 48 h; Potency, µM (titrated, usually from 46.2 µM), inactives show at the top dose activity change, negative = growth inhibition, most hits filed as inhibitors; 420,000 tested, 12% active; AID 686979; also: nearly all actives have a fitted effect of over 55% in size
#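 Cell growth measured by CellTiter-Glo luminescence after a minimum 48 h, 37 C compound exposure with 20 nM CPT in Tdp1-knockout DT40 cells stably expressing hTDP1, seeded 400/well; qHTS titration format.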
# * marks the source's active call; other numbers are inactive results; ? = inconclusive; · = not tested or not shown; & = joins results of further samples. Calls follow the shape of the dose curve; as a rule, active = well fitted curve in the direction sought with a large enough effect; inconclusive = small, poorly fitted or top-dose-only effect, or another doubt; inactive = no such curve, though single readings can be large; an effect the other way counts as inactive or inconclusive. % is scaled to controls: 0 for no effect and ±100 for the full control effect; potency is read from the fitted curve at half-maximal effect. Not all compounds are listed. The share of hits here may be higher or lower than overall.
SMILES,KAT2A inh,FEN1 inh,TDP1 cell CPT
COc1cc(C(=O)Nc2nnc(C3=COCCO3)o2)cc(OC)c1OC,-19%,-10%,16%
CN(C(=O)c1ccc2c(c1)OCO2)C1(C(=O)NC2CCCC2)CCCCC1,2%,8%,-23%
O=C(Nc1ccccc1N1CCCCC1)c1ncoc1-c1cccc(F)c1,-1%,-6%,-27%
COCCn1c(SCC(=O)NCc2ccccc2)nnc1-c1ccco1,0%,8%,-2%
CC[C@]12c3[nH]c4cc(CCC(=O)N(C)C)ccc4c3CCN1C(=O)[C@@H](CC(=O)NCc1ccco1)C[C@@H]2C(=O)N1CCN(C(=O)c2ccco2)CC1,-6%,6%,-19%
O=C(CNC(=O)c1ccc2c(c1)OCCO2)N/N=C/c1ccc(Cl)cc1,-4%,5%,-11%
O=C(NN1C(=O)/C(=C/c2ccc(O)cc2)SC1=S)c1ccccc1O,-1%,-20%,-2%
CC(=O)N1c2ccc(S(=O)(=O)N3CCC(C(=O)NCc4ccccc4)CC3)cc2CC1C (configuration not stated),-4%,17%,?
COc1ccc(CCNC(=O)CSc2cc(=O)n(C)c3ccccc23)cc1OC,-1%,12%,-13%
CCN1CCN(CCC(=O)Nc2ccccc2)CC1,-1%,2%,3%
CCOC(=O)CN1CC23C=CC(O2)C(C(=O)NCCc2ccccc2)C3C1=O (configuration not stated),-3%,22%,1%
COc1ccc(OC)c(NC(=O)C2CCCN(S(=O)(=O)c3ccc(-n4cnnn4)cc3)C2)c1 (configuration not stated),-3%,-4%,-1%
O=C(Nc1ccc2c(c1)OCO2)c1sc2cc(Cl)ccc2c1Cl,-1%,-1%,?
O=C(c1ccccc1Cl)N1CCN(c2ncccn2)CC1,·,8%,0%
O=C(Nc1cccc(C(F)(F)F)c1)N1CCC(CN2CCCCCC2)CC1,-3%,15%,?

# Complete entries, quoted from the list.
# O=C(c1ccccc1Cl)N1CCN(c2ncccn2)CC1 across the screens: KAT2A inh = ·; FEN1 inh = 8%; TDP1 cell CPT = 0%
# O=C(Nc1cccc(C(F)(F)F)c1)N1CCC(CN2CCCCCC2)CC1 across the screens: KAT2A inh = -3%; FEN1 inh = 15%; TDP1 cell CPT = ?

# The results go on:
SMILES,KAT2A inh,FEN1 inh,TDP1 cell CPT
Clc1ccc(OCc2nc(-c3ccc(-n4cccc4)cc3)no2)cc1,-9%,-9%,-23%
C[C@]1(OC(=O)/C=C/c2ccccc2)C[C@@H](O)[C@]2(O)C=CO[C@@H](O[C@@H]3O[C@H](CO)[C@@H](O)[C@H](O)[C@H]3O)[C@@H]21,-3%,-5%,2%
CCC(=O)Nc1nnc(SCC(=O)NCCc2ccc(OC)c(OC)c2)s1,-3%,1%,-7%
O=C(Cc1ccccc1F)Nc1ccccc1N1CCCC1,-4%,-11%,?
NS(=O)(=O)c1ccc(NC(NC(=O)c2cccnc2)C(Cl)(Cl)Cl)cc1 (configuration not stated),2%,-11%,-4%
COc1ccccc1NC(=O)c1cc(C)nc2ccccc12,11%,-8%,-26%
CC(=O)Nc1ccc(C(=O)OCC(=O)NCCC2=CCCCC2)cc1,-11%,-1%,-19%
N[C@@H](Cc1ccccc1)C(=O)N1CCC(C(=O)NCC(=O)NCC(=O)O)CC1,1%,5%,-1%
CCN(CC)CCCNc1nc2ccccc2c2nc(-c3ccncc3)nn12,17%,45µM*,?
CCN(CC)CCCN(C(=O)c1ccco1)c1nc(-c2ccc(C)cc2)cs1,4%,-12%,18µM*
Cc1ccc(O)c(C2=NNC(O)(C(F)(F)F)C2)c1 (configuration not stated),0%,-7%,?
CCN(CC)C(=O)Nc1cnc2ccccc2c1,5%,0%,-6%
COc1ccc(N(CC(=O)N2CCN(c3ccc(F)cc3)CC2)S(=O)(=O)c2c(C)noc2C)cc1,-8%&-6%,5%&4%,26µM*
COc1cc2c(cc1O)C(Cc1ccc(O)cc1)[N+](C)(C)CC2 (configuration not stated),-2%,·,6%
COc1ccc(OC)c(-c2cc(C(=O)Nc3c(C)n(C)n(-c4ccccc4)c3=O)no2)c1,-4%,-2%,-18%

# Exported tab-delimited: part of the list above.
compound	KAT2A inh	FEN1 inh	TDP1 cell CPT
COc1ccc(OC)c(-c2cc(C(=O)Nc3c(C)n(C)n(-c4ccccc4)c3=O)no2)c1	-4%	-2%	-18%
NS(=O)(=O)c1ccc(NC(NC(=O)c2cccnc2)C(Cl)(Cl)Cl)cc1 (configuration not stated)	2%	-11%	-4%

# (next part)
SMILES,KAT2A inh,FEN1 inh,TDP1 cell CPT
CC(=O)OCC(=O)N1CCN(c2ccc([N+](=O)[O-])cc2)CC1,-8%,-7%,-13%
O=C(CS(=O)(=O)c1cn(CC(=O)N2CCOCC2)c2ccccc12)NCc1ccc(F)cc1,-2%,-10%,-5%
O=C(NC1CCN(C(=O)Nc2cccc(Cl)c2)CC1)C1CCCCC1,-22%,-2%,-10%
CC(=C/c1ccccc1)/C=N/Nc1nc(N2CCCCC2)nc(N2CCCCC2)n1,-2%,2%,-26%
CCOC(=O)C1CCN(C(=O)c2cccc(S(=O)(=O)N(CC)c3ccccc3)c2)CC1,-5%,14%,15µM*
CCOC(=O)c1cnc2ccc(OC)cc2c1Nc1ccc(OCc2ccccc2Cl)cc1,-8%,-2%,12µM*
O=C1C2CCCN2C(=O)N1CCCCN1CCN(c2ccc(F)cc2)CC1 (configuration not stated),-3%,7%,-10%
CCN(CC)S(=O)(=O)c1ccc(NC2c3ccccc3C(=O)N2Cc2ccc3c(c2)OCO3)cc1 (configuration not stated),-14%,3%,16µM*
CCCP(=O)(CCC)CCP(=O)(c1ccccc1)c1ccccc1,-11%,0%,-4%
Cc1ccc2nc(N/C(=N/S(=O)(=O)c3cccs3)c3ccccc3Cl)sc2c1,1%,-3%,-17%
CC(C)(C)c1ccc(/C=C2/SC(N3CCCC3)=NC2=O)cc1,-24%,-8%,-27%
COc1ccc(NC(=O)COc2ccccc2Cc2ccccc2)cc1S(N)(=O)=O,-11%,2%,21µM*
Cc1occc(=O)c1OC(=O)Nc1ccc(Cl)c(Cl)c1,-4%,-6%,2.9µM*
CC(=O)c1ccc(NC(=S)NCc2ccc(Cl)cc2Cl)cc1,-2%,0%,?
COCCCNC(=O)c1c(NC(=O)c2cccs2)sc2c1CCCC2,-1%,-1%,-22%
O=C1c2cccc3c(O)ccc(c23)C(=O)N1c1ccc(Cl)cc1,-3%,-19%,?
O=C(NCc1cccnc1)c1ccc(N2CCOCC2)c([N+](=O)[O-])c1,-4%,-1%,?
Cc1ccc(CSC2=NCCN2C(=O)c2ccc([N+](=O)[O-])cc2)cc1,-25%,-1%,-9%
Cc1ccc(C(=O)Nc2cc(-c3cn4cccnc4n3)ccc2C)cc1C,-3%,1%,?
COc1cccc(NS(=O)(=O)c2ccc3[nH]cc(C(=O)NC4CC4)c(=O)c3c2)c1,-19%,4%,-27%
Cc1[nH]nc2nc(SCC(=O)NC3CCCCC3)n(-c3ccc(Br)cc3)c(=N)c12,-9%,-16%,8.2µM*
COc1ccc(CCC(=O)NCCc2nc3ccccc3[nH]2)cc1,1%,-17%,-3%
COc1ccccc1NC(=O)CSc1oc(-c2cccs2)nc1S(=O)(=O)c1ccc(C)cc1,0%,-2%,?
COc1ccc(N=C2C(=S)N(c3ccc(OC)cc3)C(=NS(=O)(=O)c3ccccc3)N2c2ccccc2)cc1,·,1%,1.5µM*
COc1ccc2c(c1)OCC(Cc1ccc(OC)c(OC(C)=O)c1)C2=O (configuration not stated),-18%,·,0.65µM*
CCCn1c(=O)c2ccccc2n2c(SCC(N)=O)nnc12,0%,-6%,22%
Cc1cc(NC(=O)CN(C)CC(=O)Nc2ccc(F)c(F)c2F)no1,4%,-5%,9%
Cc1ccc2[nH]c3c(=O)n(CC(=O)N4CCN(C)CC4)ncc3c2c1,1%,-18%,1%
COc1ccccc1N1C(=O)C2C(C(=O)c3ccccc3)=NN(c3ccccc3)C2C1=O (configuration not stated),?,-8%,-3%
O=C(NN1CCOCC1)c1cc(S(=O)(=O)Nc2cccc(C(F)(F)F)c2)ccc1Cl,-13%,15%,5%
CCOC(=O)C1CCN(c2nc3c(S(=O)(=O)c4ccc(C)c(C)c4)nnn3c3ccc(Cl)cc23)CC1,-10%,-2%,?
COc1ccc(N2CCN(C(=O)c3ccc4c(=O)n(Cc5ccc6c(c5)OCO6)c(=O)[nH]c4c3)CC2)cc1,-14%,20%,-6%
Cn1c(=O)[nH]c(=O)c2c1nc(Br)n2CCCSc1nc2ccccc2o1,-1%,-9%,?
CCC(=O)N1CCc2cc(Br)cc(S(=O)(=O)NCC3CCCN3CC)c21 (configuration not stated),0%,8%,-16%
CCCC1c2ccc(C)n2CCN1C(=O)Nc1ccccc1Cl (configuration not stated),-1%,5%,-28%
Nc1cc(N)nc(SCC(=O)Nc2ccccc2)n1,1%,3%,-2%
COC(=O)c1ccc(CSc2n[nH]c(-c3ccccc3)n2)o1,-15%,-16%,-8%
COCCCn1c(=N)c(C(=O)NCc2ccc3c(c2)OCO3)cc2c(=O)n3ccccc3nc21,1%,?,?
O=C1N(CC(=O)N2CCc3ccccc32)CCN1Cc1ccc(Cl)cc1,2%,0%,-30%
CC(C)C[C@H](NC(=O)c1nc[nH]c1C(=O)NCCNC(=O)OC(C)(C)C)C(=O)CNCCNC(=O)c1[nH]cnc1C(=O)N[C@@H](C)C(=O)OC(C)(C)C,-8%,-6%,23µM*
COc1ccc(N(CC(=O)NCCc2ccc(C)cc2)S(=O)(=O)c2c(C)nn(C)c2C)cc1,-6%,-13%,?
Cc1ccc(OCC(=O)NC(=S)Nc2ccc(S(=O)(=O)Nc3cc(C)on3)cc2)c(Br)c1,1%,-14%,1%
CCC(NS(=O)(=O)c1cccs1)c1ccc(C)cc1 (configuration not stated),-5%,-1%,-20%
Cc1cc(C)n(-c2ccc(NC(=O)C3CCN(Cc4cc(C)c(C)o4)CC3)cc2)n1,-5%,-1%,-29%
CCOC(=O)N1CCc2c(sc(NC(=O)Cc3ccccc3)c2C(=O)c2ccc(OC)cc2)C1,-28%,-20%,?

# 2 records picked at random from the list so far, as already listed:
SMILES,KAT2A inh,FEN1 inh,TDP1 cell CPT
Nc1cc(N)nc(SCC(=O)Nc2ccccc2)n1,1%,3%,-2%
CCC(NS(=O)(=O)c1cccs1)c1ccc(C)cc1 (configuration not stated),-5%,-1%,-20%

# Next section:
SMILES,KAT2A inh,FEN1 inh,TDP1 cell CPT
Cc1nc(-c2ccc(F)cc2)c(CC(=O)N2CCN(S(=O)(=O)c3cccc(F)c3)CC2)s1,-7%,7%,21µM*
C[C@@H]1CCCCCCCCC(=O)OCCN(C(=O)OC(C)(C)C)[C@H](C)CCCCCCCCC(=O)OCCN(C(=O)OC(C)(C)C)[C@H](C)CCCCCCCCC(=O)OCCN1C(=O)OC(C)(C)C,-1%,-2%,-4%
COc1ccc(C(=O)CCC(C)(C)[N+](=O)[O-])cc1,-15%,8%,0%
CCCOc1cc(C)c(S(=O)(=O)NCCOC)cc1C,-4%,2%,26µM*
N/C(=N\OC(=O)c1ccccc1Cl)c1ccccc1,-7%,-8%,?
Cc1noc(C)c1S(=O)(=O)N(C)C[C@H]1Oc2c(NC(=O)Nc3ccc4c(c3)OCO4)cccc2C(=O)N([C@H](C)CO)C[C@@H]1C,2%,-10%,-4%
c1ccc(CN(Cc2ccccc2)Cc2nnc(-c3cc4ccccc4[nH]3)s2)cc1,-4%,1%,·
Cc1c(NC(=O)C(C)OC(=O)c2ccccc2O)c(=O)n(-c2ccccc2)n1C (configuration not stated),-8%,-5%,-25%
COc1ccccc1NC(=S)N1CCN(c2nc(-c3ccccc3)cs2)CC1,-8%,-1%,18µM*
Cc1ccc(N2CN(CCC3=CCCCC3)CNC2=S)cc1,1%,-5%,?
C1CCN=C(Nc2nc3c(s2)CCCC3)CC1,-1%,5%,?
Cc1cc(NO)nc(-c2ccc(Br)cc2)n1,-3%,-18%,-22%
O=C(N/N=C\c1c(O)ccc2ccccc12)c1ccc(Cn2cccn2)o1,-9%,-15%,5.8µM*
O=C(Cn1nc(C(=O)O)c2ccccc2c1=O)Nc1cccc(Br)c1,-6%,3%,-18%

# Ordered by length of the SMILES (largest number first): part of the list above
SMILES,KAT2A inh,FEN1 inh,TDP1 cell CPT
COc1ccc(N2CCN(C(=O)c3ccc4c(=O)n(Cc5ccc6c(c5)OCO6)c(=O)[nH]c4c3)CC2)cc1,-14%,20%,-6%
COc1ccc(OC)c(NC(=O)C2CCCN(S(=O)(=O)c3ccc(-n4cnnn4)cc3)C2)c1 (configuration not stated),-3%,-4%,-1%
O=C(NCc1cccnc1)c1ccc(N2CCOCC2)c([N+](=O)[O-])c1,-4%,-1%,?
Cn1c(=O)[nH]c(=O)c2c1nc(Br)n2CCCSc1nc2ccccc2o1,-1%,-9%,?
